# GLP1R inv ag: qHTS of GLP-1 Receptor Inverse Agonists (Inhibition Mode); HEK293 GLP-1R CRE-luciferase, luminescence, 24 h; GLP-1R form is constitutively active; 1.6% of 410,000 active; Potency, µM (top dose mostly 38.3 µM), for the others: at the highest dose activity change, negative = inhibition, usual class: inhibitors; note: % is set by controls: 0 for no effect and ±100 for the full control effect; nearly all actives have a fitted effect of over 55% in size
# Target sequence (P43220 whole entry, looked up): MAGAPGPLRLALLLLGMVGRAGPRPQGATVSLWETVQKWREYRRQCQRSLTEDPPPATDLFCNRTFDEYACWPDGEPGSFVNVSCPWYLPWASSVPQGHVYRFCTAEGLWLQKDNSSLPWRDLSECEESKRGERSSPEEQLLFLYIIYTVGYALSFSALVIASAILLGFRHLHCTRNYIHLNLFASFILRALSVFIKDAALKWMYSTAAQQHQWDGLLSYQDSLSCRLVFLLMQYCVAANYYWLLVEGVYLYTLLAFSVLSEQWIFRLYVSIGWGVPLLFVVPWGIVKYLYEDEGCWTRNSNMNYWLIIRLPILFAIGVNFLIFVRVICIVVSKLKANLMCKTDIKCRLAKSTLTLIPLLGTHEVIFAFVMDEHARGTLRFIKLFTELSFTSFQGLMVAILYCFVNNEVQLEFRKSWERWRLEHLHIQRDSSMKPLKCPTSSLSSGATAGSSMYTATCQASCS
#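 Using stably transfected HEK293 (constitutively active GLP-1R, cAMP-luciferase reporter), compounds were incubated 24 hr and luciferase measured by luminescence.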
# KB-3-1 cytotox: qHTS assay for MDR1-selective chemotherapeutics: Primary screen using the parental adenocarcinoma cell KB-3-1; Potency, µM (highest dose often 46.1 µM), without a hit: at the highest dose activity change, negative = cytotoxic, most hits filed as cytotoxic; KB-3-1 viability, CellTiter-Glo ATP luminescence, 72 h; 1.4% of 400,000 active; note: % is set by controls: 0 for no effect and ±100 for the full control effect; nearly all actives have a fitted effect of over 60% in size
#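 Using CellTiter-Glo luminescence, growth of non-resistant KB-3-1 adenocarcinoma cells is assessed 72 h after pin-tool compound addition at 37 °C. Normalized responses across the concentration series yield fitted curves.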
# SW480 rereplic: A quantitative high throughput screen for small molecules that induce DNA re-replication in SW480 colon adenocarcinoma cells. SW480 DNA re-replication, Hoechst DNA content imaging, 48 h. Potency, µM (highest dose often 46.1 µM), inactives show at the highest dose re-replication activation, actives largely listed as activators. 1.8% of 340,000 active. AID 624297, 2012; note: % of control where 0% means no effect; nearly all actives have a fitted effect of over 55% in size
#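 Per well, 250 cells were exposed to pinned compound for 48 hr. Nuclear DNA was visualised with Hoechst (40 min, 37 C) and total object intensity recorded by fluorescence scanning.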
# KB-V1 MDR tox: qHTS assay for MDR1-selective chemotherapeutics: Primary screen using the drug-selected MDR subline cells KB-V1. KB-V1 MDR cells viability, CellTiter-Glo, 72 h. Potency, µM (highest dose often 46.1 µM), inactives show top-dose activity change, negative = cytotoxicity, usual class: cytotoxic. 3.4% of 400,000 active. AID 1347076, 2019; note: % is set by controls: 0 for no effect and ±100 for the full control effect; nearly all actives have a fitted effect of over 60% in size
#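 Luminescent ATP read-out (CellTiter-Glo, 10 min) measures survival of drug-selected KB-V1 MDR cells after 72 h, 37 degrees C compound exposure. Medium: phenol-red-free DMEM, 10% FBS. Values from fitted concentration-response curves.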
# GLP1R cytotox: qHTS of GLP-1 Receptor Inverse Agonists: Cytotox Screen | HEK293 cAMP-luciferase reporter cells, luminescence, 24 h | Potency, µM (titrated, usually from 38.3 µM), for the others: at the top dose activity change, negative = inhibition, most hits filed as inhibitors | 0.13% of 410,000 active | AID 624418, 2012;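 note: loss of luciferase light is scored as toxicity; % is set by controls: 0 for no effect and ±100 for the full control effect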
#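 Quantitative HTS format, 1536 wells, 200 cells/uL seeded. Compounds: 23 nL, 24 h, 37 °C. Detection: luciferase reagent, luminescence at 12 min RT; decreased signal taken as cytotoxic.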
# HT1080 IDH1KD tx: qHTS for induction of synthetic lethality in tumor cells producing 2HG: qHTS for the HT-1080-IDH1KD cell line. HT-1080 IDH1 knockdown viability, ATP luminescence, 48 h. 2% of 360,000 active. Potency, µM (series often up to 46.1 µM), for inactives: at the top dose activity, negative = toxicity, most hits filed as cytotoxic. AID 686971, 2013;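 note: 0% = DMSO wells and -100% = cell-free medium wells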
#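 Luminescent ATP read-out (CellTiter-Glo, 10 min at room temperature) after 48 h compound exposure at 37 °C gave viability of IDH1-knockdown HT-1080 cells. Activity was normalised to DMSO and cell-free wells, then fitted as concentration-response curves.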
# HT1080-NT tox: qHTS for induction of synthetic lethality in tumor cells producing 2HG: qHTS for the HT-1080-NT fibrosarcoma cell line | AID 686970, 2013 | 1.6% of 360,000 active | Potency, µM (titrated, usually from 46.1 µM), for the others: at the highest dose activity, negative = less viability, actives largely listed as cytotoxic | HT-1080-NT fibrosarcoma viability, CellTiter-Glo ATP luminescence, 48 h;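 note: NT is the 2HG producing partner of a matched IDH1 knockdown line; 0% = DMSO-treated cells and -100% = media-only wells without cells; nearly all actives have a fitted effect of over 55% in size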
#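 Read-out is CellTiter-Glo luminescence after 10 minutes at room temperature, following 48 hours' compound treatment of HT-1080-NT cells (750 cells/well, RPMI, 5% FBS, 37 degrees C).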
# GLP-1R agonist: qHTS of GLP-1 Receptor Agonists. Potency, µM (top dose mostly 45.6 µM), inactives show at the highest dose activation, actives largely listed as activators. Glucagon-like peptide 1 receptor (Homo sapiens), P43220. 0.007% of 380,000 active. HEK293 GLP-1R CRE-luciferase, luminescence, 4-6 h; cells express a hypersensitive GLP-1R form; note: % of control where 0% means no effect
# TDP43 rescue: qHTS of TDP-43 Inhibitors. Potency, µM (highest dose often 46.1 µM), without a hit: top-dose growth rescue (activation), actives largely listed as activators. TDP-43 expressing yeast growth rescue, BacTiter-Glo, 24 h. 1.8% of 410,000 active. AID 652104, 2013; note: % of control where 0% means no effect; nearly all actives have a fitted effect of over 50% in size
#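 Luminescence from BacTiter-Glo reports growth of TDP-43-expressing yeast after 24 hr at 30 deg C with compound. Cells were raffinose-pregrown to mid-log, then seeded in galactose medium at OD600=0.02.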
# Starred values were filed as active, the others as inactive; ? = inconclusive; . = not tested or not shown; [ ] = dose if it differs, or a comment. Calls come from the whole dose curve; as a rule, active = well fitted curve in the direction sought with a large enough effect; inconclusive = small, poorly fitted or top-dose-only effect, or another doubt; inactive = no such curve, though single readings can be large; an effect the other way counts as inactive or inconclusive. Potency is the fitted concentration of half-maximal effect.
SMILES,GLP1R inv ag,KB-3-1 cytotox,SW480 rereplic,KB-V1 MDR tox,GLP1R cytotox,HT1080 IDH1KD tx,HT1080-NT tox,GLP-1R agonist,TDP43 rescue
CCOC(=O)C1(CCOC)CCN(C/C=C/c2ccccc2OC)CC1,4%,?,7%,-23%,-18%,-4%,-4%,19%,7%
CC(=O)NC12CC3CC(C1)CC(C(=O)NCC(=O)Nc1c(C)cc(C)cc1C)(C3)C2,9%,-4%,13%,17%,8%,-2%,-3%,-4%,1%
COC1C(OC(=O)/C=C/C=C/C=C/C=C/C(=O)O)CCC2(CO2)C1C1(C)OC1CC=C(C)C (stereo not drawn) (tested in a mixture with another compound),-15%,12%,13%,-20%,-26%,?,2%,9%,?
CCOC(=O)N1CCN(C(=O)C[C@@H]2C[C@@]3(C(=O)OC)CCCCC=C3N(Cc3cccc4ccccc34)C2=O)CC1,?,?,.,-18%,-1%,-22%,-7%,-2%,13%
CC1(C(=O)NNC(=S)NCc2ccco2)CC1(Cl)Cl (stereo not drawn),-15%,?,-10%,7%,11%,-1%,1%,-3%,22%
COc1cc2cc(CN(Cc3nnnn3Cc3ccco3)C3CCCCC3)c(=O)[nH]c2cc1OC,20%,-7%,-2%,-4%,7%,-15%,-4%,28%,-14%
c1coc(C2=NC(c3ccco3)C(c3ccco3)N2)c1 (stereo not drawn),12%,-6%,-7%,-6%,-4%,-12%,-5%,17%,-8%
O=S(=O)(NCC(c1cccs1)N1CCc2ccccc2C1)c1ccccc1 (stereo not drawn),?,4%,-69%[inhibitor],-2%,23%,-10%,4%,16%,-23%
Cc1ccc(NC(=O)CCNS(=O)(=O)c2cccc3nonc23)cc1,-21%,15%,2%,-2%,-22%,0%,-5%,-6%,-1%
CS(=O)(=O)N(CC(=O)NCCC1=CCCCC1)c1ccc2c(c1)OCO2,0%,6%,-2%,?,9%,-9%,-5%,0%,-13%
Cc1nn(-c2ccccc2)c(C)c1C(=O)OCC(=O)N1c2ccccc2NC(=O)C1(C)C,-24%,-14%,-2%,-12%,-23%,-11%,0%,-4%,6%
O=[N+]([O-])c1ccc2nc(NN=Cc3ccc(O)cc3)sc2c1,?,-29%,21µM*,?,-12%,29µM*,?,16%,-12%

# Profiles, looked up by structure. Order of values: GLP1R inv ag | KB-3-1 cytotox | SW480 rereplic | KB-V1 MDR tox | GLP1R cytotox | HT1080 IDH1KD tx | HT1080-NT tox | GLP-1R agonist | TDP43 rescue
# Profile of c1coc(C2=NC(c3ccco3)C(c3ccco3)N2)c1 (stereo not drawn) : 12% | -6% | -7% | -6% | -4% | -12% | -5% | 17% | -8%
# Profile of COC1C(OC(=O)/C=C/C=C/C=C/C=C/C(=O)O)CCC2(CO2)C1C1(C)OC1CC=C(C)C (stereo not drawn) (tested in a mixture with another compound) : -15% | 12% | 13% | -20% | -26% | ? | 2% | 9% | ?
# Profile of COc1cc2cc(CN(Cc3nnnn3Cc3ccco3)C3CCCCC3)c(=O)[nH]c2cc1OC : 20% | -7% | -2% | -4% | 7% | -15% | -4% | 28% | -14%
# Profile of CC1(C(=O)NNC(=S)NCc2ccco2)CC1(Cl)Cl (stereo not drawn) : -15% | ? | -10% | 7% | 11% | -1% | 1% | -3% | 22%

# Next part.
SMILES,GLP1R inv ag,KB-3-1 cytotox,SW480 rereplic,KB-V1 MDR tox,GLP1R cytotox,HT1080 IDH1KD tx,HT1080-NT tox,GLP-1R agonist,TDP43 rescue
Cc1nc([N+](=O)[O-])cn1CCCCN1C(=O)c2ccccc2C1=O,4%,2%,-7%,-9%,4%,-1%,-1%,-5%,-4%
Cn1c(SCC(=O)c2ccccc2F)nnc1C1CC1,16%,-2%,-3%,28%,5%,14%,14%,-5%,-9%
Cn1cccc1C(=O)NC(=O)COC(=O)CCNS(=O)(=O)c1ccc(Cl)cc1,-1%,?,4%,14%,-5%,-2%,-2%,5%,3%
CSc1cccc(NC(N)=S)c1,20%,-6%,-5%,-9%,8%,19%,1%,15%,-20%[1.82 µM]
C[C@]12c3[nH]c4cc(-c5ccco5)ccc4c3CCN1C(=O)[C@@H](CC(=O)NCCC1=CCCCC1)C[C@@H]2C(=O)N1CCOCC1,?,0%,?,0%,-11%,-23%,-17%,0%,23%
CN(C[C@@H](Cc1cccc2ccccc12)N(C[C@H](Cc1ccccc1)N(CCc1ccccc1)N=O)N=O)N=O,3%,8%,-4%,-2%,4%,-4%,-9%,4%,5%
CC1(C)CC(CCNC(=O)c2ccco2)CC(C)(C)N1,0%,-8%,3%,17%,11%,4%,1%,4%,-10%
COc1ccc(CCNC(=O)c2cc(S(=O)(=O)N3CCOCC3)ccc2N2CCCC2)cc1OC,21%,26%,-3%,-5%,-9%,9%,4%,-7%,7%
Cc1cccn2c(=O)c3cc(C(=O)NC4CCCC4)c(=N)n(CCc4ccccc4)c3nc12,19%,-7%,4.6µM*,?,128%[activator],3%,11%,11%,-14%
Cc1cc(S(=O)(=O)Nc2ccc(C(=O)NCC(c3ccco3)N3CCCC3)cc2)ccc1F (stereo not drawn),-14%,-5%,4%,-9%,-10%,-3%,-21%,5%,-7%
O=c1cc(-c2ccc(F)cc2)[nH][nH]1,2%,?,-434%[inhibitor],7%,-2%[1.53 µM],5%,3%,-9%,0%
Cc1cccc(-n2cc3c(=O)n(C)c(=O)n(C)c3c2)c1,32%[activator],3%,1%,-10%,-14%,24%,?,8%,-15%
O=C(/C=C/c1cccnc1)c1cc(F)ccc1O,16%,6%,-16%,-7%,6%,1%,0%,-2%,-12%
COc1ccc(CCC(=O)NNC(=O)Nc2ccc(C(C)C)cc2)cc1,-3%,-1%,13%,9%,-12%,-6%,-1%,12%,-7%
COc1ccc(/C=C/C(=O)N2CCCc3ccccc32)c(OC)c1,?,-4%,?,-7%,-8%,-3%,-7%,?,?
O=[N+]([O-])c1ccc2oc(C(O)c3cccc(Cl)c3)cc2c1 (stereo not drawn),?,9%,16%,-6%,-4%,-19%,-29%,19%,?
COCCN(CCOC)C(=S)Nc1cc(S(=O)(=O)N(C)C)ccc1C,1%,2%,-30%[1.84 µM],-4%,1%,1%,10%,6%,.
CC(C)C12CN3CC(C(C)C)(CN(C1)C3c1ccc(Cl)cc1)C2=O (stereo not drawn),3%,3%,.,-7%,1%,.,.,.,17%
O=C(CCc1cnccn1)NC1CCCc2c1cnn2-c1ccc(F)cc1F (stereo not drawn),-6%,-10%,4%,3%,-33%,-1%,5%,12%,3%
Cc1ncc([N+](=O)[O-])n1CC(=O)Nc1ccc(F)cc1F,23%,0%,-7%,0%,-4%,13%,17%,3%,-8%
CCN(CC(=O)Nc1c(F)cccc1F)C(=O)c1ccc(N2C(=O)c3ccccc3C2=O)cc1,-1%,13%,1%,2%,0%,2%,7%,-12%,22%
Cc1cccc(C(=O)OCC(=O)NCCNC(=O)COC(=O)c2cccc(C)c2C)c1C,-8%,.,-6%,.,1%,0%,0%,1%,6%
COc1cccc(S(=O)(=O)N(C)C[C@@H]2Oc3cc(Br)ccc3S(=O)(=O)N([C@@H](C)CO)C[C@@H]2C)c1,?,-17%,.,?,-17%,-14%,-2%,-2%,18%
COc1cc(NS(=O)(=O)c2ccc(Nc3nc(-c4cccc([N+](=O)[O-])c4)cs3)cc2)nc(OC)n1,21%,14%,2%,-2%,4%,4%,4%,8%,0%
O=C(Cn1nnc(-c2ccc(Cl)cc2)n1)NCCC1=CCCCC1,0%,-5%,11%,5%,7%,-3%,-17%,3%,-29%
O=C(Cc1c[nH]c2ccccc12)NCc1ccco1,-8%,-2%,0%,-10%,17%,-8%,-1%,3%,7%[9.22 µM]
CCN(CC)CCN1CCN(c2cnc(C)cn2)CC1,6%,0%,.,3%,8%,18%,25%,-5%,17%
COc1ccc(-c2nnc3ccc(SCC(=O)Nc4nccs4)nn23)cc1OC,49%[activator],?,-6%,15%,3%,1%,-6%,21%,9%
CC(O)Cc1cn([C@@H](CCCCNC(=O)OC(C)(C)C)C(=O)N2CCN(C(=O)OC(C)(C)C)CC2)nn1 (stereo partly drawn),12%,8%,-5%,11%,5%,7%,-15%,11%,-2%
Cc1cc(C(=O)NCC(=O)OCC(=O)NCCc2ccccc2)ccc1[N+](=O)[O-],18%,5%,7%,1%,16%,15%,20%,1%,-3%
Cc1cccc(C)c1NC(=O)COC(=O)CSc1nnc(N)s1,9%,14%,-1%,?,-17%,16%,15%,3%,-17%
Cc1cc(-c2ccccc2)nc(N2CCN(c3ccccn3)CC2)n1,15%,5%,3%,0%,11%,-22%,11%,-2%,-11%
Cc1ccnc(N2CCC(C(=O)Nc3ccc4c(c3)OCO4)CC2)n1,0%,0%,1%,?,6%,-2%,11%,-7%,9%
Cc1cnc(C(=O)Oc2c(C)ccc(C)c2C)cn1,-10%,-13%,8%,-14%,3%,4%,-6%,-5%,-4%
O=C(O)c1ccc(CSc2nc3ccccc3c(=O)n2-c2ccccc2)cc1,30%[activator],0%,-5%,9%,-7%,-6%,-16%,2%,2%
CCCN1Cc2cccc(C(=O)NC(CC(=O)OCC)c3ccc(OCC)c(OC)c3)c2C1=O (stereo not drawn),68%[activator],1%,26%,?,6%,-21%,-17%,35%,-17%
Cc1noc(C)c1COc1cccc(C(=O)OC(C)C(=O)Nc2ccc3c(c2)OCO3)c1 (stereo not drawn),0%,5%,?,?,-14%,5µM*,10µM*,13%,-9%
